Compound activity (PubChem)
GLP1R cytotox: cytotoxic in the GLP-1 receptor inverse agonist counter-screen; 0.13% of 410,000 active; Potency, µM (doses to about 38.3 µM), without a hit: at the highest dose activity change, negative = inhibition, actives largely listed as inhibitors; HEK293 cAMP-luciferase reporter cells, luminescence, 24 h; AID 624418;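 further: loss of luciferase light is scored as toxicity; potency means the concentration at half of the fitted maximal effect; on the % scale 0 is the no-effect control and ±100 the full control effect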
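To flag toxic compounds, the library was rerun on cells for 24 hr at 37 deg C and 5% CO2. Viability-linked luminescence was captured 12 min after adding luciferase detection reagent.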
GLP-1R inv ag: inverse agonists of human GLP-1 receptor; P43220; HEK293 GLP-1R CRE-luciferase, luminescence, 24 h; GLP-1R form is constitutively active; Potency, µM (top dose mostly 38.3 µM), for inactives: top-dose activity change, negative = inhibition, actives largely listed as inhibitors; 1.6% of 410,000 active; further: potency means the concentration at half of the fitted maximal effect; on the % scale 0 is the no-effect control and ±100 the full control effect; nearly all actives have a fitted effect of over 55% in size
Target sequence (P43220 whole entry, looked up): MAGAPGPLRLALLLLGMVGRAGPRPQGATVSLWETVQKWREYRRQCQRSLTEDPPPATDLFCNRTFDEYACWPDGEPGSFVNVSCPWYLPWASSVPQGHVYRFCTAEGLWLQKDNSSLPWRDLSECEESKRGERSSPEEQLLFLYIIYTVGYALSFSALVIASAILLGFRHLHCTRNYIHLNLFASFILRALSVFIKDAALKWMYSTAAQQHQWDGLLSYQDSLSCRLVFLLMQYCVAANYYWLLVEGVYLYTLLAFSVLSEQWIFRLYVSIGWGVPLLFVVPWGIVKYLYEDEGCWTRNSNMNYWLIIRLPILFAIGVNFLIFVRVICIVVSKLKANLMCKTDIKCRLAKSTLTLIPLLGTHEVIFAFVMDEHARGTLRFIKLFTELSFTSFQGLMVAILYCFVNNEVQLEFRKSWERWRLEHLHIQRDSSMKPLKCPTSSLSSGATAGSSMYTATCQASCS
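Using stably transfected HEK293 (constitutively active GLP-1R, cAMP-luciferase reporter), compounds were incubated 24 hr and luciferase measured by luminescence.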
GLP1R ag: GLP-1 receptor (human) agonism. P43220. HEK293 GLP-1R CRE-luciferase, luminescence, 4-6 h; cells express a hypersensitive GLP-1R form. Potency, µM (doses to about 45.6 µM), for the others: top-dose activation, most hits filed as activators. 0.007% of 380,000 active. AID 624172; further: potency means the concentration at half of the fitted maximal effect; % of control where 0% means no effect
aSyn yeast inh: alpha-synuclein toxicity inhibition in yeast | Yeast expressing alpha-synuclein, growth rescue, BacTiter-Glo, 24 h | Potency, µM (series often up to 46.1 µM), for inactives: top-dose growth rescue (activation), most hits filed as activators | 0.14% of 370,000 active | AID 652106; further: potency means the concentration at half of the fitted maximal effect; % of control where 0% means no effect; nearly all actives have a fitted effect of over 65% in size
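Readout is rescue of growth in alpha-synuclein-expressing yeast, so inhibitors of toxicity appear as activators. Growth after 24 hr at 30 deg C in galactose medium is quantified by luminescence.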
DRD3 antagonist: antagonists of human D3 dopamine receptor; D3R cells, DiscoveRx beta-arrestin luminescence, antagonist mode; stronger effect = lower value; max response, negative = inhibition, %; 2.5% of 360,000 active; AID 652054; in the data active means max response below about -50%; inconclusive means no clear call, values can overlap the other calls; further: on the % scale 0 is the no-effect control and ±100 the full control effect; mostly tested at two doses, the higher about 12 µM
Target sequence (P35462 whole entry, looked up): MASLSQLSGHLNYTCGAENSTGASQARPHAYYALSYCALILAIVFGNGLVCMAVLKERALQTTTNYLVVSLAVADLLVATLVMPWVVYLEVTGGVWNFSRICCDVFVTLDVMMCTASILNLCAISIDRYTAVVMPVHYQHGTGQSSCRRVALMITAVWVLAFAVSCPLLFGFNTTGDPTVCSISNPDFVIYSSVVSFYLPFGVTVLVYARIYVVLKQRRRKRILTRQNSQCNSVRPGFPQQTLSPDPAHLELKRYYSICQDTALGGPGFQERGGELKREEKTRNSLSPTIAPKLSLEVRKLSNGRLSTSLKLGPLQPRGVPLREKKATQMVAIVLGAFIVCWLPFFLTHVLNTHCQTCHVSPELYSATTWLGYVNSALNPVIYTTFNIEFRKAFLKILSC
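Cells plated overnight at 1500 cells/well, then exposed to library compounds with dopamine controls for 90 minutes at 37 degrees C. DiscoveRx reagent added for 30–60 minutes at room temperature; luminescence read, quantitative HTS format.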
PTHR1 ag: PTHR1 (human) receptor agonism | Q03431 | HEK293 GP2 PTHR1 cells, GloSensor cAMP luminescence, 1 h | Potency, µM (highest dose often 115 µM), for the others: at the top dose activation, most hits filed as activators | 0.075% of 410,000 active; further: potency means the concentration at half of the fitted maximal effect; nearly all actives have a fitted effect of over 55% in size; some results filed as inactive show a strong effect at the top dose; inactives centre near -15; many of its hits are not listed in these tables
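HEK-293-derived GP2 cells expressing PTHR1 and a GloSensor cAMP reporter, 3,000/well, plated overnight, given luciferin plus IBMX (each 0.5 mM as added) for 1 h at 37 °C, then compound for 1 h at 37 °C. Luminescence was read after 15 min at room temperature.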
KB-V1 MDR tox: kills drug-selected multidrug resistant KB-V1 cells; KB-V1 MDR cells viability, CellTiter-Glo, 72 h; Potency, µM (highest dose often 46.1 µM), inactives show at the top dose activity change, negative = cytotoxicity, most hits filed as cytotoxic; 3.4% of 400,000 active; further: potency means the concentration at half of the fitted maximal effect; on the % scale 0 is the no-effect control and ±100 the full control effect; nearly all actives have a fitted effect of over 60% in size
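Readout: CellTiter-Glo luminescence, 10 min after addition. Cells: KB-V1 MDR subline, 72 h at 37 degrees C with compound. Analysis: corrected, normalized data fitted to concentration-effect curves.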
TDP-43 yeast inh: TDP-43 toxicity inhibition in yeast; TDP-43 expressing yeast growth rescue, BacTiter-Glo, 24 h; Potency, µM (top dose mostly 46.1 µM), for the others: at the highest dose growth rescue (activation), usual class: activators; 1.8% of 410,000 active; AID 652104; further: potency means the concentration at half of the fitted maximal effect; % of control where 0% means no effect; nearly all actives have a fitted effect of over 50% in size
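Yeast expressing TDP-43 (pregrown in raffinose, seeded at OD600=0.02 in galactose medium) exposed to compounds 24 hr at 30 deg C. Growth read by BacTiter-Glo luminescence; rescue of toxicity appears as increased signal.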
DRD3 agonist: agonists of human D3 dopamine receptor; D3R DiscoveRx beta-arrestin cells, luminescence, 90 min; max activation, %; P35462; 0.58% of 410,000 active; in the data active means max activation above about 30%; further: 0% is about no effect; mostly tested at two doses, the higher about 12 µM
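Agonist-mode cell screen: cells plated at 1500/well and incubated overnight at 37 °C, then exposed to library compounds for 90 min at 37 °C. Detection reagent was added for 30–60 min at room temperature, and luminescence was read.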
The depositor's hits bear a star; i = inactive; ? = inconclusive; · = no result given; [ ] = another dose, or the depositor's remark. Unless noted, the call rests on the fitted dose curve; in most records, active means well fitted curve in the direction sought with a large enough effect; inconclusive means small, poorly fitted or top-dose-only effect, or another doubt; inactive means no such curve, though single readings can be large; an effect the other way counts as inactive or inconclusive.

Short keys: A = GLP1R cytotox; B = GLP-1R inv ag; C = GLP1R ag; D = aSyn yeast inh; E = DRD3 antagonist; F = PTHR1 ag; G = KB-V1 MDR tox; H = TDP-43 yeast inh; I = DRD3 agonist
[1] CCOC(=O)C(Cc1ccccc1)C(=O)Nc1cccc(C)c1 (stereo unspecified)
  A = -11%	B = -30%	C = 4%	D = -11%	E = -19	F = i	G = -6%	H = -16%	I = -4
[2] C=CCn1c(SCC(=O)NC)nnc1C12CC3CC(CC(C3)C1)C2
  A = 3%	B = 10%	C = -1%	D = 2%	E = -5	F = 4%	G = -18%	H = -3%	I = -10
[3] CCOC(=O)c1c(C)n(S(=O)(=O)c2ccc(C)cc2)c2ccc(NS(=O)(=O)c3ccc(C)cc3)cc12
  A = 0%	B = -24%	C = ·	D = ·	E = ·	F = i	G = ?	H = ?	I = 1
[4] Cc1ccc(C)c2c1cc(C)c1nnc(SCC(=O)c3cccs3)n12
  A = -6%	B = -25%	C = 4%	D = 16%	E = 7	F = i	G = ?	H = 22µM*	I = 2
[5] O=C(COc1ccc([N+](=O)[O-])cc1)NC(C(=O)O)C(O)c1cccc([N+](=O)[O-])c1 (stereo unspecified)
  A = 0%	B = 12%	C = -2%	D = -5%	E = 4	F = i	G = 0%	H = 24%	I = -3
[6] COc1ccc(N2CC(C)(C)[C@H](CC(=O)Nc3ccccc3)C2=O)cc1
  A = 2%	B = 10%	C = -3%	D = 0%	E = 7	F = -18%	G = 7%	H = 28%	I = 2
[7] CC(C1CC2CCC1C2)n1c(-c2ccco2)n[nH]c1=S (stereo unspecified)
  A = -20%[7.66 µM]	B = ?	C = 3%	D = 20%	E = -14	F = -25%	G = -10%	H = 5%[9.22 µM]	I = -7
[8] CCn1c(=NC(=O)CSCC(=O)Nc2nccs2)sc2ccccc21
  A = -4%	B = 1%	C = -3%	D = 10%	E = 12	F = -24%	G = -9%	H = 15%	I = 6
[9] O=[N+]([O-])c1ccc(C=Nc2ccccc2)cc1
  A = 5%	B = -1%	C = -2%	D = -27%	E = -22	F = -6%	G = -4%	H = -24%	I = -15
[10] Cc1nc2cccnc2n1C1CCN(S(=O)(=O)N(C)C)CC1
  A = 13%	B = -6%	C = ·	D = ·	E = ·	F = i	G = 21%	H = 12%	I = 3
[11] CCOc1ccc(/C=C(/NC(=O)c2ccc(Cl)cc2)C(=O)O)cc1OCC
  A = -2%	B = 10%	C = 0%	D = -1%	E = 7	F = -12%	G = 25%	H = -15%	I = -2
[12] COc1cc(C2NC(=O)NC(C)=C2C(=O)OC2CCC(C)CC2)ccc1O (stereo unspecified)
  A = -7%	B = 3%	C = 22%	D = 2%	E = -1	F = -48%[inhibitor]	G = ?	H = 10%	I = 3
[13] CCCOc1ccc(C(=O)NCC(c2ccc(OC)cc2)N2CCCCC2)cc1 (stereo unspecified)
  A = 3%	B = -16%	C = ·	D = ·	E = ·	F = -25%	G = -27%	H = 4%	I = -24
[14] Cc1cccc(C)c1NC(=O)C(=O)NCC(c1cccnc1)N1CCc2ccccc21 (stereo unspecified)
  A = 3%	B = -6%	C = ·	D = ·	E = ·	F = -41%[inhibitor]	G = ?	H = 0%	I = 6
[15] Cc1ccc(CNc2nc(-c3cccnc3)nc3ccccc23)cc1
  A = -23%	B = ?	C = 29%	D = -2%	E = 25	F = -20%	G = -4%	H = -11%	I = 5
[16] Fc1ccc(-n2nnnc2-c2cnc(-c3cccs3)nc2C(F)(F)F)cc1
  A = -21%	B = ?	C = -13%	D = -11%	E = 0	F = -5%[57.5 µM]	G = 23µM*	H = 27%	I = 44*
[17] O=[N+]([O-])c1ccc(NC2CCCC2)cc1
  A = 3%	B = 12%	C = -2%	D = -7%	E = -16	F = -11%	G = ?	H = ?	I = -7
[18] CCc1cccc(C)c1NC(=O)COC(=O)CCn1c(C)csc1=O
  A = -7%	B = 9%	C = 12%	D = 0%	E = 22	F = i	G = 7%	H = 16%	I = -2
[19] COc1cc(C(c2nnnn2C2CCCC2)N2CCN(C(=O)c3ccco3)CC2)cc(OC)c1OC (stereo unspecified)
  A = -9%	B = 2%	C = -1%	D = 1%	E = -11	F = ?	G = -23%	H = 5%	I = 14
[20] Cc1cc(C)cc(NC(=S)N(CCN(C)C)Cc2cccs2)c1
  A = ?	B = ?	C = 8%	D = 1%	E = 6	F = i	G = ?	H = 15%	I = -15
[21] COCCN1C(=O)c2oc3ccccc3c(=O)c2C1c1ccc(C(=O)OC)cc1 (stereo unspecified)
  A = 0%	B = 5%	C = -4%	D = 10%	E = 0	F = -11%	G = -9%	H = -2%	I = 0
[22] CCOC(=O)C1CCCN(C(=O)Cn2sc3nc(C)cc(C)c3c2=O)C1 (stereo unspecified)
  A = ?	B = ?	C = -4%	D = -42%[inhibitor]	E = -10	F = i	G = ?	H = 0%	I = -1
[23] CCCCOC1(c2ccccc2)OC(=O)c2ccccc21 (stereo unspecified)
  A = 7%	B = 0%	C = -2%	D = 15%	E = 4	F = -21%	G = -32%	H = 0%	I = 2
[24] COc1cccc(NC(=S)N(CCCN2CCOCC2)C(C)c2cc3ccccc3o2)c1 (stereo unspecified)
  A = -8%	B = ?	C = -3%	D = -3%	E = -55*	F = -13%	G = ?	H = -5%	I = -20
[25] CC(C)CC(N)c1csc(Nc2ncccn2)n1 (stereo unspecified)
  A = -27%	B = ?	C = -6%	D = 0%	E = 0	F = -10%	G = -2%	H = 0%	I = -2

Seven of the compounds above, bar-delimited.
no. | Structure | GLP1R cytotox | GLP-1R inv ag | GLP1R ag | aSyn yeast inh | DRD3 antagonist | PTHR1 ag | KB-V1 MDR tox | TDP-43 yeast inh | DRD3 agonist
11 | CCOc1ccc(/C=C(/NC(=O)c2ccc(Cl)cc2)C(=O)O)cc1OCC | -2% | 10% | 0% | -1% | 7 | -12% | 25% | -15% | -2
12 | COc1cc(C2NC(=O)NC(C)=C2C(=O)OC2CCC(C)CC2)ccc1O (stereo unspecified) | -7% | 3% | 22% | 2% | -1 | -48%[inhibitor] | ? | 10% | 3
13 | CCCOc1ccc(C(=O)NCC(c2ccc(OC)cc2)N2CCCCC2)cc1 (stereo unspecified) | 3% | -16% | · | · | · | -25% | -27% | 4% | -24
14 | Cc1cccc(C)c1NC(=O)C(=O)NCC(c1cccnc1)N1CCc2ccccc21 (stereo unspecified) | 3% | -6% | · | · | · | -41%[inhibitor] | ? | 0% | 6
15 | Cc1ccc(CNc2nc(-c3cccnc3)nc3ccccc23)cc1 | -23% | ? | 29% | -2% | 25 | -20% | -4% | -11% | 5
16 | Fc1ccc(-n2nnnc2-c2cnc(-c3cccs3)nc2C(F)(F)F)cc1 | -21% | ? | -13% | -11% | 0 | -5%[57.5 µM] | 23µM* | 27% | 44*
17 | O=[N+]([O-])c1ccc(NC2CCCC2)cc1 | 3% | 12% | -2% | -7% | -16 | -11% | ? | ? | -7

(more compounds)
Values run as follows: GLP1R cytotox	GLP-1R inv ag	GLP1R ag	aSyn yeast inh	DRD3 antagonist	PTHR1 ag	KB-V1 MDR tox	TDP-43 yeast inh	DRD3 agonist
26. O=C(NCCOc1ccccc1)C(=O)c1c[nH]c2ccccc12
    -17%	?	22%	-1%	13	-38%[inhibitor]	-4%	?	5
27. O=S(=O)(Nc1cccnc1)c1ccc(Cl)cc1
    17%	1%	3%	0%	-18	i	8%	-2%	5
28. N/C(=N\c1nc2c(c(=O)[nH]1)CCC2)Nc1cccc2ccccc12
    -8%	2%	-7%	-1%	20	i	?	-14%	-4
29. CCN1CCN(c2nc(Nc3cccc(F)c3)nc(N)c2[N+](=O)[O-])CC1
    ?	?	18%	1%	-77*	i	-7%	4%	-32
30. O=C(C(Cl)Cl)N1CC2CCC(CC2)C1
    -1%	-17%	6%	3%	-7	-5%	?	-10%	-12
31. O=C(Cn1nnc(-c2ccccc2)n1)N/N=C/c1ccc(-c2ccc(Cl)cc2)o1
    -2%	15%	1%	8%	-6	i	0%	13%	35*
32. CCOC(=O)N1CCN(Cc2nc3cc(NC(=O)c4ccc([N+](=O)[O-])cc4)ccc3n2C(C)C)CC1
    -18%	?	·	·	·	-7%	·	14%	-1
33. Cc1c(Cl)c(-c2n[nH]c(=S)n2Cc2ccco2)nn1C
    3%	3%	-1%	-4%	-54*	i	13%	-1%	-1
34. COc1ccc(N2CCN(C(=O)c3ccc4c(c3)CC(c3ccccc3)OC4=O)CC2)cc1 (stereo unspecified)
    -4%	26%	5%	0%	3	-24%	?	?	0
35. CC(=O)OCc1c(C(F)(F)F)nn(C)c1Oc1ccccc1
    6%	8%	0%	0%	0	16%[57.5 µM]	?	-14%	-7
36. CCN(CC)C(=O)Cn1cc(S(=O)(=O)CC(=O)NCc2ccccc2)c2ccccc21
    -1%	20%	-4%	0%	-4	i	7%	-10%	5
37. CC(C)CCNC(=O)c1cc2c(=O)n3ccccc3nc2s1
    120%[activator]	85%[activator]	10%	-3%	?	i	-6%	23%	-10
38. O=C(CC1C(=O)NCCN1Cc1ccccc1)NC1CCCCC1 (stereo unspecified)
    0%	3%	2%	-3%	-10	-1%	0%	-20%	-4
39. N#Cc1c(-c2ccccc2)ccnc1Oc1ccccc1
    8%	14%	5%	6%	-10	-8%	17%	15%	7
40. Cc1ccc(C2CC(=O)Nc3c2c(C)nn3-c2nc(C)cc(C)n2)c(C)c1 (stereo unspecified)
    -8%	13%	·	·	·	-10%	13%	22%[9.22 µM]	-7
41. CC(=O)c1c(C)n([O-])c2cc(F)c(F)cc2[n+]1=O
    ?	?	-4%	0%	24	i	?	20%	2
42. COc1ccc(CCN2C(=NC(=O)C(C)C)SC3CS(=O)(=O)CC32)cc1OC (stereo unspecified)
    17%	30%[activator]	10%	-5%	-9	i	-2%	2%	7
43. COC(=O)N/N=C/c1ccc(Oc2ccccc2)cc1
    15%	6%	8%	6%	1	-14%	-1%	?	6
44. CCCn1c(Oc2ccccc2)nc2c1c(=O)n(C)c(=O)n2C
    16%	11%	1%	7%	-16	-5%	-21%	?	2

Only part of the results is shown; count on the stated rates, not on these rows.
